Screens deposited in PubChem BioAssay by several laboratories.
SUMO HTRF inh: inhibitors of human SUMOylation (UBC9). P63279. HTRF SUMOylation assay, SAE1/SAE2 + UBC9, in vitro. inhibition, % at 35 µM. 290,000 tested, 0.36% active; in the data active = inhibition above about 50%, passing the limit was not always enough; note: strong numbers were not always called active
Target sequence (P63279 whole entry, looked up): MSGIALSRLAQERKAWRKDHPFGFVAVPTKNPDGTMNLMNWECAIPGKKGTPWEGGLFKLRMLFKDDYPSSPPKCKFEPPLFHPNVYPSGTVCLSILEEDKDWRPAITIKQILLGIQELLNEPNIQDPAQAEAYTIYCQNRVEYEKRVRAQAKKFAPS
NALP1 inh: blocks the NALP1 inflammasome reconstituted in yeast; S. cerevisiae NALP1/ASC/caspase-1 growth, X-gal OD620, 72 h; inhibition, % at 10 µM; 280,000 tested, 0.61% active; AID 2071; in the data active = inhibition mostly above about 24%, no sharp cut-off; inactive = mostly below about 32%; note: some compounds called inactive have numbers as strong as hits
MEKK2 WT-MEK5: raises or lowers MEK5 binding to wildtype human MEKK2 PB1 domain. bead flow cytometry, Alexa488-MEK5 binding to MEKK2 WT; actives lie on both sides. binding response (% of control), % at 10 µM. 290,000 tested, 1.1% active. AID 1531; in the data active = binding response below about 67% or above about 130%
IMP-1 inhibitor: inhibitors of Pseudomonas aeruginosa IMP-1 metallo-beta-lactamase | purified IMP-1, nitrocefin hydrolysis, epi-absorbance fluorescence | inhibition, % at 5.6 µM | 290,000 tested, 0.45% active | AID 1556;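 active = inhibition above the mean plus 3 SD of all compounds in the same screening run, cut at about 4.5% in these data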;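 note: 0% = IMP-1 with DMSO and 100% = DMSO wells lacking enzyme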
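Material – recombinant IMP-1 enzyme, purified · Amount – IMP-1 0.2 nM before substrate addition · Medium – HEPES buffer pH 7.1 with ZnSO4 and Brij 35 · Timing – 25 °C, 15 min preincubation, 25 min reaction · Measured by – plate fluorescence quenching by hydrolysis product, ex 480/em 530 nm · Read-out – percent enzyme inhibition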
MEKK2mut PB1 HTS: signal of MEK5 binding to mutant human MEKK2 PB1 domain; AID 1530; percent response, % at 10 µM; 290,000 tested, 0.35% active; bead flow cytometry, Alexa488-MEK5 binding to MEKK2 mutant; in the data active = percent response above about 24%, passing the limit was not always enough; note: inactives centre near 1; some results filed as inactive read as strong as hits; reference of the scale not given here
VIM-2 inhibitor: inhibitors of Pseudomonas aeruginosa VIM-2 metallo-beta-lactamase. purified VIM-2, nitrocefin hydrolysis, epi-absorbance fluorescence. inhibition, % at 5.6 µM. 290,000 tested, 0.89% active. AID 1527;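 active = inhibition above the mean of all tested compounds plus 3 SD, cutoff set per screening run, cut at about 7.5% in these data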;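 note: red hydrolysis product quenches plate fluorescence so inhibitors raise well fluorescence; 0% = enzyme with DMSO and 100% = DMSO without enzyme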
NS3 helicase inh: blocks Hepatitis C virus NS3 helicase unwinding. AID 1800. inhibition, % at 10.9 µM. 290,000 tested, 0.56% active. NS3 helicase DNA unwinding, Cy5 molecular beacon fluorescence;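 active = inhibition above the mean of all tested compounds plus 3 SD, set per campaign, cut at about 35% in these data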;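 note: 0% = DMSO wells and 100% = thioflavine S control wells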
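Test system: hepatitis C virus NS3 helicase domain fragment enzyme. Also added: annealed dual-labelled DNA beacon duplex, ATP-started. Timing: 60 min unwinding reaction at 25 °C after ATP addition. Technique: Cy5 fluorescence. Measure: % inhibition of unwinding.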
DNA FID counter: counter-screen for HCV NS3 helicase inhibitors: DNA intercalator displacement | inhibition, % at 7.9 µM | DNA fluorescent intercalator displacement, fluorescence | 290,000 tested, 0.17% active; in the data active = inhibition above about 37%;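 note: 0% = vehicle and 100% = reference compound; higher means more ethidium bromide displaced from hairpin DNA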
PfM18AAP inh: PfM18AAP enzyme inhibition | recombinant PfM18AAP, H-Glu-NHMec fluorogenic cleavage | inhibition, % at 7.35 µM | 290,000 tested, 1.2% active;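 active = inhibition above the campaign mean inhibition over all tested compounds plus 3 SD, cut at about 28% in these data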;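 note: 0% = plate median of test compound wells and 100% = 2 mM ZnCl2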
Active calls of the source: *; . = no result given.

SMILES	SUMO HTRF inh	NALP1 inh	MEKK2 WT-MEK5	IMP-1 inhibitor	MEKK2mut PB1 HTS	VIM-2 inhibitor	NS3 helicase inh	DNA FID counter	PfM18AAP inh
Cc1ccccc1NC(=O)CN1C(=O)c2cccnc2Oc2ccc(Cl)cc21	.	10	98	0.3	-6	0.9	18	-20	0
Cn1c(CSCc2ccc(F)cc2)nnc1SCC(=O)Nc1cccc(C(=O)O)c1	4	10	99	-3.5	-1	-1.0	-1	-36	5
O=c1[nH]c(NCCO)nnc1Cc1ccc(Cl)cc1	12	-1	107	-3.9	6	-0.8	-4	-5	5
CN1CCN(C(=O)C2=C[C@@H](c3ccc4c(c3)OCO4)C[C@@H](OCc3ccc(CO)cc3)O2)CC1	7	-8	104	-2.6	9	-3.1	-6	3	3
O=[N+]([O-])c1ccc(CN2CCOCCOCCOCC2)cc1	10	-2	104	-0.7	0	2.4	1	6	-5
COc1ccc(COCC(O)CN2CCC(C(N)=O)CC2)cc1 (stereo not drawn)	2	.	108	-0.6	10	-0.9	15	-1	-3
O=C(O)c1ccccc1NC(=O)C(Cc1ccccc1)N1C(=O)c2ccccc2C1=O (stereo not drawn)	9	15	105	-1.6	5	0.0	30	-4	1
CC(=O)C(C(C)=O)c1c(Cl)c(O)c(O)c2c(C(=O)c3ccccc3)coc12	23	7	92	-2.6	-3	-0.1	38*	-7	55*
CCCOC(=O)c1ccc(Oc2c(-c3ccc(O)cc3O)n[nH]c2C)cc1	-21	-5	107	-1.5	5	-1.0	-4	1	6
O=C1NN(c2ccccc2)C(=O)/C1=C\c1ccccc1OCC(=O)N1CCOCC1	25	22	107	4.5*	2	-1.4	49*	-23	-10
Oc1ccc(N2CCN(C(c3ccccn3)c3nnnn3C3CCCC3)CC2)cc1 (stereo not drawn)	-10	8	102	-4.6	7	-2.8	10	-18	26
O=C(NC1CCCCC1)NC1(C(=O)N2CCN3CCCC3C2)CCCCC1 (stereo not drawn)	-7	-67	102	-1.5	5	-4.1	24	0	4
Cc1ccccc1NC(=O)NNC(=O)c1ccc2ccccc2c1	-5	12	102	-2.7	3	-5.9	1	-15	15
CCOC(=O)Cc1csc(NC(=O)CCCCCN2C(=O)c3ccccc3C2=O)n1	-1	1	94	-3.2	-2	-3.0	-2	-27	0
O=C(O)COCC(=O)N1CCCN(c2ccc(C(F)(F)F)cn2)CC1	11	3	101	-4.4	5	-3.8	-7	-7	0
COCCn1c(=O)[nH]c2cc(C(=O)NC(C)C)ccc2c1=O	41	8	76	-0.6	-6	-1.4	2	-4	-2
COc1ccccc1C1CCN(Cc2ccc3ccccc3c2)CC1	7	28	138*	-1.4	36*	-1.7	-53	4	-3
COC(=O)c1cc([N+](=O)[O-])c(-n2ccnc2)c([N+](=O)[O-])c1	11	39	102	-2.8	-1	-4.3	7	-2	4
O=C(Nc1ccc(Cl)cc1Cl)c1ccc2ncsc2c1	10	0	97	-2.4	2	-1.4	-7	-16	6
CCOc1ccc(CNCc2ccccc2Cl)cc1	8	20	97	-2.2	2	-3.8	-7	4	-8
O=C(Cn1c(COc2ccccc2)nc2ccccc21)Nc1cccc(Cl)c1	9	40	122	-2.6	19	-1.8	2	2	2
Cc1ccccc1Nc1nc(N)nc(COC(=O)/C=C/c2ccco2)n1	-4	-7	95	-1.9	-3	-1.4	12	-7	-8
CC(C)Cc1nc(N2CCN(C(=O)c3ccco3)CC2)c(C#N)c2c1CCC2	21	23	96	-2.7	1	-2.1	5	-34	4
CCCCCNC(=O)c1ccc2c(=O)n(CCCOCC)c(=S)[nH]c2c1	20	-5	101	-2.8	-8	-3.3	-4	0	-5
COc1ccccc1-c1sc2ccccc2c1-c1ccc(C(C)=O)cc1	3	3	95	1.1	-5	2.1	-6	-26	-10
COc1cc(C2/C(=C(\O)c3ccc4c(c3)CC(C)O4)C(=O)C(=O)N2c2nnc(C)s2)cc(OC)c1OC (stereo not drawn)	10	13	104	-2.0	1	-2.9	3	-55	0
CC(=O)c1cccc(CN2CCC(n3nccc3NC(=O)CCOc3ccccc3)CC2)c1	5	31*	107	-0.1	18	-1.6	4	0	0
O=S(=O)(NC1CCCCC1)c1ccc(N2CCOCC2)nc1	14	21	100	-2.0	4	-2.7	-3	-8	-6
CN1CCN(S(=O)(=O)c2cccc(S(=O)(=O)c3ccc(Cl)cc3)c2)CC1	7	20	100	0.1	7	0.7	-4	4	-2
CCCCCc1ccc(S(=O)(=O)Nc2cc(C)ccn2)cc1	5	-1	94	-2.9	-5	-1.7	-6	-19	-3

Part of the list above in order of length of the SMILES, lowest first.
SMILES	SUMO HTRF inh	NALP1 inh	MEKK2 WT-MEK5	IMP-1 inhibitor	MEKK2mut PB1 HTS	VIM-2 inhibitor	NS3 helicase inh	DNA FID counter	PfM18AAP inh
CCOc1ccc(CNCc2ccccc2Cl)cc1	8	20	97	-2.2	2	-3.8	-7	4	-8
O=C(Nc1ccc(Cl)cc1Cl)c1ccc2ncsc2c1	10	0	97	-2.4	2	-1.4	-7	-16	6
COc1ccccc1C1CCN(Cc2ccc3ccccc3c2)CC1	7	28	138*	-1.4	36*	-1.7	-53	4	-3
O=S(=O)(NC1CCCCC1)c1ccc(N2CCOCC2)nc1	14	21	100	-2.0	4	-2.7	-3	-8	-6
COCCn1c(=O)[nH]c2cc(C(=O)NC(C)C)ccc2c1=O	41	8	76	-0.6	-6	-1.4	2	-4	-2
COc1ccccc1-c1sc2ccccc2c1-c1ccc(C(C)=O)cc1	3	3	95	1.1	-5	2.1	-6	-26	-10
Cc1ccccc1Nc1nc(N)nc(COC(=O)/C=C/c2ccco2)n1	-4	-7	95	-1.9	-3	-1.4	12	-7	-8
O=C(O)COCC(=O)N1CCCN(c2ccc(C(F)(F)F)cn2)CC1	11	3	101	-4.4	5	-3.8	-7	-7	0
CCCCCNC(=O)c1ccc2c(=O)n(CCCOCC)c(=S)[nH]c2c1	20	-5	101	-2.8	-8	-3.3	-4	0	-5
CC(C)Cc1nc(N2CCN(C(=O)c3ccco3)CC2)c(C#N)c2c1CCC2	21	23	96	-2.7	1	-2.1	5	-34	4
CN1CCN(S(=O)(=O)c2cccc(S(=O)(=O)c3ccc(Cl)cc3)c2)CC1	7	20	100	0.1	7	0.7	-4	4	-2
COC(=O)c1cc([N+](=O)[O-])c(-n2ccnc2)c([N+](=O)[O-])c1	11	39	102	-2.8	-1	-4.3	7	-2	4
COc1cc(C2/C(=C(\O)c3ccc4c(c3)CC(C)O4)C(=O)C(=O)N2c2nnc(C)s2)cc(OC)c1OC (stereo not drawn)	10	13	104	-2.0	1	-2.9	3	-55	0

Next structures
SMILES	SUMO HTRF inh	NALP1 inh	MEKK2 WT-MEK5	IMP-1 inhibitor	MEKK2mut PB1 HTS	VIM-2 inhibitor	NS3 helicase inh	DNA FID counter	PfM18AAP inh
Cn1cc(CN2CCC(n3nccc3NC(=O)Cc3ccccc3)CC2)cn1	5	7	108	-0.8	10	-3.0	3	4	4
c1cncc(-c2nn[nH]n2)c1	28	13	99	-0.7	0	0.1	1	4	-9
Cc1cccc(NC(=O)c2cccc(N3C(=O)CCC3=O)c2)c1	-3	9	103	-3.1	0	-2.9	-2	-2	2
O=C1C2CCCCN2C(=O)N1CCCCN1CCN(c2ccccc2Oc2ccccc2)CC1 (stereo not drawn)	3	.	110	-2.3	13	-3.2	-29	8	-2
COc1cc(/C=C2\SC(=Nc3cccnc3)NC2=O)cc(OC)c1OC	18	6	102	-2.7	10	-1.4	0	-8	1
COc1cccc(/C(O)=C2/C(=O)C(=O)N(CCN(C)C)C2c2ccccn2)c1 (stereo not drawn)	18	5	103	-1.2	6	-3.8	-7	-2	3
CC(=O)c1ccc(Sc2ccccc2N)c([N+](=O)[O-])c1	23	6	109	-2.2	9	0.1	-18	3	-1
OC(CN1CCc2ccccc2C1)c1ccccc1 (stereo not drawn)	-1	11	96	-1.7	-2	-1.5	8	-3	-12
Cc1sc2nc(CN3CCOCC3)[nH]c(=S)c2c1C	-8	8	95	-2.6	-3	-2.5	0	-10	27
O=C(Nc1nccs1)C(=O)c1c[nH]c2ccccc12	10	-52	104	-5.4	1	-4.9	-3	-3	-1
N#Cc1cc2c(=O)n3ccccc3nc2n(Cc2ccco2)c1=NC(=O)c1ccco1	52*	-5	104	-2.0	-1	-1.4	13	-3	-13
Cc1oc(C(C)(C)C)cc1C(=O)N1CCN(c2ncccc2C(F)(F)F)CC1	41	17	95	-1.1	-11	-2.2	-2	-23	-7
CCCCC(Br)C(=O)Nc1ccc(S(=O)(=O)Nc2cc(C)nc(C)n2)cc1 (stereo not drawn)	2	-1	104	-4.5	6	-6.9	-2	0	-1
Cc1ccccc1-c1nc2cc(Cl)ccc2c(=O)o1	-15	8	104	-1.8	3	-0.3	-10	-5	6
CCOc1c(Br)cc(C2CC(=O)Nc3cc(OC)c(OC)cc32)cc1OC (stereo not drawn)	-12	4	100	-2.1	2	0.1	5	-29	3
Cc1c(C(=O)O)oc2ccc(S(=O)(=O)N3CC(C)CC(C)C3)cc12 (stereo not drawn)	-8	32	117	-2.3	14	-4.5	6	-7	-3

An unsorted share of the library. About 4.7% of those tested had a hit in this group.
